NF-kB neuron act = raises NF-kB expression in human neuronal cells; fold change at 12.5 µM; NF-kB reporter expression; hits give high values; hit rate 1.6% among 190,000; AID 1239; in the data active = fold change above about 3.3
STAT3 inh = STAT3 signaling inhibition; U3A cells, IL-6 STAT3-luciferase reporter, luminescence; host cell line lacks STAT1; inhibition, % at 5.5 µM; hit rate 0.89% among 190,000; AID 862;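 active = inhibition above the mean inhibition across all screened compounds plus 3 SD, cut at about 44% in these data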;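 also: 0% = DMSO only wells and 100% = 100 µM nifuroxazide control wells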
STAT1 blocker = reduces IFN-gamma driven STAT1 reporter signal; hit rate 0.35% among 200,000; AID 920; inhibition, % at 5.5 µM; NIH 3T3 STAT1-luciferase reporter, luminescence;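 active = inhibition above a set limit, the mean inhibition across all tested compounds plus 3 SD, cut at about 34% in these data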;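 also: 0% = IFN-gamma with DMSO and 100% = IFN-gamma with 300 µM nifuroxazide; values of inactives mirror those of a sister screen read the other way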
TLR4 MyD88 comp = blocks binding of human TLR4 to MyD88. hit rate 0.18% among 200,000. inhibition, % at 8.4 µM. O00206+Q99836. AID 861. HeLa CL3-4 TLR4/MyD88 BLA complementation, FRET ratio; in the data active = inhibition above about 25%;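 also: 0% = vehicle and 100% = reference inhibitor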
Target sequence (O00206 whole entry, looked up): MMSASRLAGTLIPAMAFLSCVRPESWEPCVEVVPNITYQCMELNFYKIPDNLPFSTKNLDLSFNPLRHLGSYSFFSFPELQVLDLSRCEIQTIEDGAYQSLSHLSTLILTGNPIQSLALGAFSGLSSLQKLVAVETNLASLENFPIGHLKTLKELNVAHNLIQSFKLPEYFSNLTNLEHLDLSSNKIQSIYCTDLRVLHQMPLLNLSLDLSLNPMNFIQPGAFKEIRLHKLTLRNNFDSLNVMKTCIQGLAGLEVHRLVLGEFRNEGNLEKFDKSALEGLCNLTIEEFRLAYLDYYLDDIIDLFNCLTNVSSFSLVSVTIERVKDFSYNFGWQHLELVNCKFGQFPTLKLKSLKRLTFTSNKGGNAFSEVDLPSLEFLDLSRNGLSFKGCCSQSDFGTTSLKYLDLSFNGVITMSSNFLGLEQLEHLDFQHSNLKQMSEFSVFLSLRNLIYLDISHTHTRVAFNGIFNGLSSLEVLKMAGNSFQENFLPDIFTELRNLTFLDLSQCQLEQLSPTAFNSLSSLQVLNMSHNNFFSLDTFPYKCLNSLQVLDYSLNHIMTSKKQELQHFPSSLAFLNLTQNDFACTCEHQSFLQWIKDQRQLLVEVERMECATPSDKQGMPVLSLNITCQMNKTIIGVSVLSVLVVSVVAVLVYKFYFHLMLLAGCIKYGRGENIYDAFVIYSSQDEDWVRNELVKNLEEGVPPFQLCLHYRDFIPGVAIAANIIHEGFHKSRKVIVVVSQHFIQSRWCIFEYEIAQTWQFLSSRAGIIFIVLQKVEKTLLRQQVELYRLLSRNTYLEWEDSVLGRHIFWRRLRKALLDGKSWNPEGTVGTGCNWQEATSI
Target sequence (Q99836 whole entry, looked up): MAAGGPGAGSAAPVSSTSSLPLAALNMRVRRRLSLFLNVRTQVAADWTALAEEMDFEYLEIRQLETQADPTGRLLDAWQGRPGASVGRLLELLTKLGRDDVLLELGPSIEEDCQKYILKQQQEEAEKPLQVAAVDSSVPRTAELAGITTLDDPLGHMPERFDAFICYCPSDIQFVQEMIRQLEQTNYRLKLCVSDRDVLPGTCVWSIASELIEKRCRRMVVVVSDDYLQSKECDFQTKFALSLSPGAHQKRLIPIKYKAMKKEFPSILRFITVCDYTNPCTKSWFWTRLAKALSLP
STAT3 activator = activators of IL-6 induced STAT3 signaling | U3A cells, IL-6 STAT3-luciferase reporter, luminescence; 100% = signal with IL-6 EC80 alone | activation (% of control), % at 5.6 µM | hit rate 0.91% among 190,000;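 active = activation above the screen-wide mean of compound activation plus 3 SD, cut at about 130% in these data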;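 also: 0% = background luminescence of wells with medium and substrate only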
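Material: human STAT1-deficient U3A cells with stable STAT3-luciferase reporter / Probe or stimulus: IL-6 stimulus at 33 ng/mL final / Schedule: 1 h compound pre-exposure, 6 h IL-6 stimulation, 37 °C / Technique: luminescence / Read-out basis: percent of IL-6-only median luminescence / Control set: IL-6-only high control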
Hsp70 activator = transcriptional activators of Hsp70; hit rate 0.04% among 200,000; activation, % at 10 µM; HeLa Hsp70 promoter luciferase reporter, luminescence; scaled: vehicle 0, proteasome-inhibitor control 100%;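 active = activation above the mean across all tested compounds plus 3 SD, cutoff set per campaign, cut at about 5.5% in these data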;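 also: 100% = MG132 at 30 µM as the positive control and 0% = DMSO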
Efa HMGR inh = blocks class II HMG-CoA reductase of Enterococcus faecalis; inhibition, % at 10 µM; purified E. faecalis HMGR, NADPH absorbance 340 nm kinetic; hit rate 0.41% among 190,000;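 active = inhibition above a set limit, the median over all tested compounds plus 3 SD, cut at about 9.5% in these data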;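 also: enzyme runs in reverse so mevalonate oxidation gives rising NADPH absorbance; 0% = complete reaction with DMSO and 100% = background rate lacking mevalonate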
STAT1 act = STAT1 signaling activation. NIH 3T3 STAT1-luciferase reporter, IFN-gamma, luminescence; 100% = IFN-gamma alone, no compound. activation (% of control), % at 5.5 µM. hit rate 2.6% among 200,000. AID 932;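 active = activation above the screen-wide mean activation plus 3 SD, cut at about 130% in these data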;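 also: raw ratio to IFN-gamma control signal so 100% means no change and 0% no light; values of inactives mirror those of a sister screen read the other way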
DTT redox prof = compounds producing H2O2 with reducing agent – biochemical, NIH compound library profiling, artefact control for MLSCN library redox annotation, primary screen; DTT-dependent redox cycling H2O2, phenol red/HRP absorbance; 100% = 100 µM peroxide control, 0% = buffer; activation, % at 10 µM; hit rate 0.03% among 200,000;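 active = activation of at least 50% relative to the plate's high and low controls in the primary single-dose screen; inactive = activation below 50%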;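 also: compound incubated with DTT at 0.8 mM final as the reducing agent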
APP 5'UTR act = APP 5'UTR luciferase reporter activation | activation, % at 2 µM | AID 1276 | hit rate 1% among 190,000 | SH-SY5Y APP 5'UTR luciferase reporter, luminescence; zero percent = DMSO vehicle wells;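 active = activation above a set limit, based on mean plus 3 SD of controls, cut at about 140% in these data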; also: values of inactives mirror those of a sister screen read the other way
An asterisk follows results filed as active.

`COc1ccc2[nH]c(=O)c(CN(C(=O)NC3CCCCC3)C3CCCCC3)cc2c1` gave NF-kB neuron act 0.77, STAT3 inh 2.0, STAT1 blocker -0.3, TLR4 MyD88 comp -4.4, STAT3 activator 102.0, Hsp70 activator 0.2, Efa HMGR inh 1.4, STAT1 act 98.6, DTT redox prof -1.1 and APP 5'UTR act 12.9.
`CCN(c1ccccc1)S(=O)(=O)c1ccc(Cl)c(NC(=O)COC(=O)c2ccc(O)cc2)c1` gave NF-kB neuron act 1.31, STAT3 inh 1.9, STAT1 blocker 13.8, TLR4 MyD88 comp -7.4, STAT3 activator 94.9, Hsp70 activator -0.3, Efa HMGR inh -9.7, STAT1 act 87.4, DTT redox prof 0.5 and APP 5'UTR act -7.0.
Screening CCOC(=O)CNC(=O)CSc1ncnc2c1cnn2Cc1ccccc1 returned NF-kB neuron act 1.46, STAT3 inh -0.5, STAT1 blocker -4.7, TLR4 MyD88 comp -1.2, STAT3 activator 103.9, Hsp70 activator -0.1, Efa HMGR inh -5.8, STAT1 act 104.3, DTT redox prof -0.5 and APP 5'UTR act 27.6.
Screening O=C1c2ccccc2C(=O)N1Nc1ccccc1 returned NF-kB neuron act 1.15, STAT3 inh 2.2, STAT1 blocker 2.2, TLR4 MyD88 comp 6.5, STAT3 activator 99.4, Hsp70 activator 0.0, Efa HMGR inh -5.0, STAT1 act 98.0, DTT redox prof -6.0 and APP 5'UTR act -5.8.
`CC1CN(C(=O)Nc2cccc(C(F)(F)F)c2)CC(C)O1` (configuration not stated) gave NF-kB neuron act 1.03, STAT3 inh -0.7, STAT1 blocker 2.2, TLR4 MyD88 comp -10.7, STAT3 activator 102.6, Hsp70 activator 0.1, Efa HMGR inh -5.5, STAT1 act 97.3, DTT redox prof -2.0 and APP 5'UTR act -13.9.
`CCOC(=O)N1CCN=C1SCc1ccc(C(F)(F)F)cc1` gave NF-kB neuron act 0.98, STAT3 inh 22.0, STAT1 blocker -6.0, TLR4 MyD88 comp -2.1, STAT3 activator 88.7, Hsp70 activator -0.4, Efa HMGR inh -5.0, STAT1 act 103.8, DTT redox prof -0.3 and APP 5'UTR act -1.6.
COCCNC(=O)C(C)OC(=O)c1cc2sccc2n1C (configuration not stated) was read as NF-kB neuron act 1, STAT3 inh -3.2, STAT1 blocker 0.8, TLR4 MyD88 comp 14.1, STAT3 activator 106.5, Hsp70 activator -0.3, Efa HMGR inh -5.5, STAT1 act 99.2, DTT redox prof 2.6 and APP 5'UTR act -14.8.
Screening O=C(c1cc2ccccc2oc1=O)N1CCN(Cc2ccc3c(c2)OCO3)CC1 returned NF-kB neuron act 1.55, STAT3 inh 10.6, STAT1 blocker -3.2, TLR4 MyD88 comp 1.1, STAT3 activator 95.9, Hsp70 activator -0.3, Efa HMGR inh -6.1, STAT1 act 102.9, DTT redox prof -0.6 and APP 5'UTR act 11.9.
Screening CC1(C)Cc2nc3oc4c(NCc5ccccc5)ncnc4c3cc2CO1 returned NF-kB neuron act 1.18, STAT3 inh 5.2, STAT1 blocker -1.4, TLR4 MyD88 comp -9.9, STAT3 activator 99.3, Hsp70 activator -0.2, Efa HMGR inh -3.0, STAT1 act 99.7, DTT redox prof 0.2 and APP 5'UTR act 1.4.
For S=C1NCN(Cc2ccccc2)CN1C1CCCCC1 the results were NF-kB neuron act 0.8, STAT3 inh 2.6, STAT1 blocker -4.2, TLR4 MyD88 comp -6.2, STAT3 activator 99.8, Hsp70 activator -0.2, Efa HMGR inh -4.9, STAT1 act 102.3, DTT redox prof 0.0 and APP 5'UTR act 22.1.
For CCN(CC)CCOc1nnc(-c2ccc(C)cc2)c2ccccc12 the results were NF-kB neuron act 0.7, STAT3 inh 3.2, STAT1 blocker 0.7, TLR4 MyD88 comp 3.8, STAT3 activator 103.3, Hsp70 activator -0.3, Efa HMGR inh -5.3, STAT1 act 99.3, DTT redox prof 0.5 and APP 5'UTR act -5.6.
Screening O=C1CN(c2nc3ccccc3n3cnnc23)CC(=O)N1CCc1ccccc1 returned NF-kB neuron act 1.08, STAT3 inh 21.7, STAT1 blocker -4.9, TLR4 MyD88 comp 5.9, STAT3 activator 86.2, Hsp70 activator -0.3, Efa HMGR inh -1.5, STAT1 act 104.4, DTT redox prof 0.0 and APP 5'UTR act 10.1.
`O=C(Nc1cc(S(=O)(=O)Nc2ccc(Cl)cc2)ccc1N1CCCCC1)c1ccc(F)cc1` gave NF-kB neuron act 1.35, STAT3 inh -9.2, STAT1 blocker -1.5, TLR4 MyD88 comp 0.7, STAT3 activator 103.3, Hsp70 activator -0.4, Efa HMGR inh -1.6, STAT1 act 101.3, DTT redox prof 0.8 and APP 5'UTR act -0.2.
`CS(=O)(=O)N1CCC(C(=O)NCc2ccc(F)cc2Cl)CC1` gave NF-kB neuron act 1.79, STAT3 inh 9.4, STAT1 blocker 12.2, TLR4 MyD88 comp -9.7, STAT3 activator 97.3, Hsp70 activator -0.2, Efa HMGR inh -0.5, STAT1 act 87.6, DTT redox prof -0.2 and APP 5'UTR act -9.3.
Screening COc1ccccc1N1CCN(C(CNS(=O)(=O)c2ccccc2)c2cccnc2)CC1 (configuration not stated) returned NF-kB neuron act 1.04, STAT3 inh 8.7, STAT1 blocker 8.5, TLR4 MyD88 comp -13.9, STAT3 activator 92.7, Hsp70 activator -0.3, Efa HMGR inh -7.8, STAT1 act 100.1, DTT redox prof -0.2 and APP 5'UTR act -4.3.
For Cc1ccc(-n2c(-c3ccccc3)c[nH]c2=S)cc1 the results were NF-kB neuron act 0.97, STAT3 inh 5.1, STAT1 blocker 9.2, TLR4 MyD88 comp -23.5, STAT3 activator 100.5, Hsp70 activator -0.2, Efa HMGR inh -5.5, STAT1 act 89.8, DTT redox prof 0.5 and APP 5'UTR act 10.9.
Screening Cc1nc(Sc2ccccc2)c(C#N)cc1-c1ccccc1 returned NF-kB neuron act 1.61, STAT3 inh -9.8, STAT1 blocker -5.7, TLR4 MyD88 comp 4.1, STAT3 activator 112.9, Hsp70 activator -0.3, Efa HMGR inh 3.0, STAT1 act 105.2 and DTT redox prof 0.6.
CC(=O)N/C(=C\c1ccccc1)C(=O)OCC(=O)NC(C)C12CC3CC(CC(C3)C1)C2 (configuration not stated) was read as NF-kB neuron act 1.01, STAT3 inh -15.0, STAT1 blocker 6.3, TLR4 MyD88 comp -3.5, STAT3 activator 109.8, Hsp70 activator -0.3, Efa HMGR inh -0.2, STAT1 act 96.2, DTT redox prof -0.6 and APP 5'UTR act 6.8.
Screening CN(C)S(=O)(=O)c1ccc(N2CCCC2=O)c([N+](=O)[O-])c1 returned NF-kB neuron act 0.91, STAT3 inh -6.0, STAT1 blocker -9.2, TLR4 MyD88 comp 0.6, STAT3 activator 102.7, Hsp70 activator -0.3, Efa HMGR inh -2.3, STAT1 act 108.1, DTT redox prof 0.0 and APP 5'UTR act -7.9.
Screening COc1ccc(CC(NC(C)=O)C(=O)N2CCN(C(=O)Nc3cccc(Cl)c3)CC2)cc1OC (configuration not stated) returned NF-kB neuron act 0.94, STAT3 inh -0.8, STAT1 blocker 2.8, TLR4 MyD88 comp 0.7, STAT3 activator 103.4, Hsp70 activator -0.3, Efa HMGR inh -6.0, STAT1 act 97.3, DTT redox prof 0.6 and APP 5'UTR act 21.8.
For CCn1c(CC(=O)Nc2ccc(Cl)c(Cl)c2)nnc1SCc1ccc(C)cc1 the results were NF-kB neuron act 1.07, STAT3 inh -3.7, STAT1 blocker 2.9, TLR4 MyD88 comp -5.4, STAT3 activator 101.8, Hsp70 activator -0.2, Efa HMGR inh -4.1, STAT1 act 97.3, DTT redox prof 0.8 and APP 5'UTR act -15.8.
`CC(Sc1nc2ccccc2[nH]1)C(=O)O` (configuration not stated) gave NF-kB neuron act 0.94, STAT3 inh 4.0, STAT1 blocker 1.7, TLR4 MyD88 comp 5.0, STAT3 activator 102.6, Hsp70 activator -0.2, Efa HMGR inh -7.1, STAT1 act 98.5, DTT redox prof 0.4 and APP 5'UTR act 0.4.
For CCC1Oc2ccc(C)cc2N(CC(=O)NCCc2ccc(OC)c(OC)c2)C1=O (configuration not stated) the results were STAT3 inh 8.0, STAT1 blocker -1.6, TLR4 MyD88 comp 8.9, STAT3 activator 97.4, Hsp70 activator -0.2, STAT1 act 101.4, DTT redox prof -1.1 and APP 5'UTR act 3.0.
Oc1c(CN2CCCCC2)cc(Br)c2cccnc12 was read as NF-kB neuron act 2.8, STAT3 inh -36.9, STAT1 blocker 4.6, TLR4 MyD88 comp 0.3, STAT3 activator 135.0*, Hsp70 activator -0.5, Efa HMGR inh 4.3, STAT1 act 95.8, DTT redox prof 1.3 and APP 5'UTR act -66.9.
Screening CC(NC(=O)Cn1nc(C(=O)O)c2ccccc2c1=O)c1ccccc1 (configuration not stated) returned NF-kB neuron act 1.19, STAT3 inh 6.2, STAT1 blocker -5.7, TLR4 MyD88 comp 3.9, STAT3 activator 96.0, Hsp70 activator 0.2, Efa HMGR inh -5.6, STAT1 act 106.8, DTT redox prof 0.3 and APP 5'UTR act 18.9.
For COC(=O)C(C)NC(=O)CNS(=O)(=O)c1ccc(F)cc1 (configuration not stated) the results were NF-kB neuron act 1.1, STAT3 inh -8.3, STAT1 blocker -10.6, TLR4 MyD88 comp -1.4, STAT3 activator 106.4, Hsp70 activator -0.2, Efa HMGR inh -1.6, STAT1 act 110.0, DTT redox prof -2.4 and APP 5'UTR act -15.1.
Screening O=C(CN1C(=O)NC2(CCCc3ccccc32)C1=O)NCc1ccco1 (configuration not stated) returned NF-kB neuron act 1.4, STAT3 inh 3.8, STAT1 blocker -0.4, TLR4 MyD88 comp 0.6, STAT3 activator 100.1, Hsp70 activator 0.2, Efa HMGR inh -0.8, STAT1 act 100.3, DTT redox prof 3.6 and APP 5'UTR act 9.3.
Screening COc1cc(OC)cc(C(=O)Nc2cccc(C(C)=O)c2)c1 returned NF-kB neuron act 1.18, STAT3 inh 18.1, STAT1 blocker 1.4, TLR4 MyD88 comp -3.9, STAT3 activator 87.4, Hsp70 activator -0.1, Efa HMGR inh 4.2, STAT1 act 98.7, DTT redox prof -0.2 and APP 5'UTR act 3.2.
For CN(C)c1nc(/C=C(\C#N)C(N)=O)c(Cl)n1-c1ccc(F)cc1 the results were NF-kB neuron act 1.11, STAT3 inh 17.4, STAT1 blocker 1.7, TLR4 MyD88 comp 6.2, STAT3 activator 87.5, Hsp70 activator -0.2, Efa HMGR inh -1.5, STAT1 act 97.8, DTT redox prof -1.5 and APP 5'UTR act 15.0.
Screening [O-]/[N+](=C\c1ccncc1)c1ccc(Br)cc1 returned NF-kB neuron act 4.52*, STAT3 inh 2.5, STAT1 blocker -24.4, TLR4 MyD88 comp -7.4, STAT3 activator 101.1, Hsp70 activator -0.4, Efa HMGR inh 0.4, STAT1 act 122.2, DTT redox prof -0.3 and APP 5'UTR act 95.1.
For CC(=O)Nc1ccc(SC(C)C(=O)NC(N)=O)cc1 (configuration not stated) the results were NF-kB neuron act 1.1, STAT3 inh 1.8, STAT1 blocker -4.3, TLR4 MyD88 comp -6.3, STAT3 activator 98.8, Hsp70 activator -0.2, Efa HMGR inh -0.8, STAT1 act 104.0, DTT redox prof -0.3 and APP 5'UTR act -11.2.

Screening data deposited in PubChem by several laboratories.
